Gli-Sufu antag: Gli-Sufu pathway antagonists, primary screen, luciferase luminescence, Sufu-KO-LIGHT cells, uHTS. inhibition, % at 5 µM. 340,000 compounds, 0.74% hits. AID 588413, 2011. Sufu-KO-LIGHT fibroblasts, Gli luciferase reporter luminescence;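 active means inhibition above about 55%, limit read from the data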;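 further: 0% = DMSO-treated cells and 100% = wells with medium but no cells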
EBI2 antag: EBI2 receptor antagonists, beta-arrestin recruitment, primary screen, cell-based, luminescence, 7a,25-OHC stimulation, uHTS | AID 651636, 2012 | 360,000 compounds, 0.81% hits | 7a,25-OHC stimulated | inhibition, % at 5 µM | G-protein coupled receptor 183 (Homo sapiens), P32249; in the data active means inhibition above about 38%;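 further: enzyme fragment complementation signal reports receptor beta-arrestin coupling in cells; 0% = agonist plus DMSO wells and 100% = wells without agonist; some results beyond the cut were filed as inactive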
Target sequence (P32249 whole entry, looked up, the tested form may be a part): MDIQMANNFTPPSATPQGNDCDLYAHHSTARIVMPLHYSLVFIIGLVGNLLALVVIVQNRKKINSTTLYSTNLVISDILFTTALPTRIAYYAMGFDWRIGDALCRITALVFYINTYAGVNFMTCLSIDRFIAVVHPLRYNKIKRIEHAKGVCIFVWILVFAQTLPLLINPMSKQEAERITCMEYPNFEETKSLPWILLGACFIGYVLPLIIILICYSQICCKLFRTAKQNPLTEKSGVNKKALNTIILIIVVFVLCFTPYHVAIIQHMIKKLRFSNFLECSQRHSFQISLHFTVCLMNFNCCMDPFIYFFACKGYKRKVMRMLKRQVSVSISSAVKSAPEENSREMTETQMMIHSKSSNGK
Jurkat NFkB inh: inhibitors of induced NF-kB luciferase reporter, primary screen, TCR NF-kB activation inhibitor project, cell-based, luminescence, uHTS. Jurkat, PMA/ionomycin-induced NF-kB luciferase reporter. inhibition, % at 4 µM. 330,000 compounds, 0.53% hits; in the data active means inhibition above about 50%
APJ antag: antagonists of human apelin receptor APJ, primary screen, CHO-K1 cells, beta-arrestin complementation, luminescence | 330,000 compounds, 0.32% hits | inhibition, % at 20 µM | P35414;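 active means inhibition above about 40% at 20 µM, limit read from the data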;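 further: cells challenged with 10 nM apelin-13 agonist together with compound; plate controls were apelin-13 plus DMSO wells for no effect and DMSO wells lacking apelin-13 for full effect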
Target sequence (P35414 whole entry, looked up): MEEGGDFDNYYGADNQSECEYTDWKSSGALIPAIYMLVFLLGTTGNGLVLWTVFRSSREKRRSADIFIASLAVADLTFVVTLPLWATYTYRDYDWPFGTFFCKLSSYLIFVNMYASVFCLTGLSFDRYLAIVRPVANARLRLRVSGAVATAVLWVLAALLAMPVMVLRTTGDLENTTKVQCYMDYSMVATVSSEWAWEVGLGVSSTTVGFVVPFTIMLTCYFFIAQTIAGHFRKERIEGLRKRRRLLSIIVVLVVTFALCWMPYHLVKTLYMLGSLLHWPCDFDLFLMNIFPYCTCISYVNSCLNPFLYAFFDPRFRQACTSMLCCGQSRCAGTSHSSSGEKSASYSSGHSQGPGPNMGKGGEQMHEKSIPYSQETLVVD
UBC13 polyUb: UBC13 polyubiquitin chain formation inhibitors, primary screen, biochemical, TR-FRET, uHTS; inhibition, % at 20 µM; 330,000 compounds, 0.47% hits; in the data active means inhibition above about 45%, passing the limit was not always enough
CCR6 antag: CCR6 receptor antagonists, primary screen, cell-based, CHO-K1, luminescence, beta-arrestin, uHTS; C-C chemokine receptor type 6 (Homo sapiens), P51684; CHO-K1 CCR6 PathHunter beta-arrestin, CCL20-stimulated; inhibition, % at 20 µM; 340,000 compounds, 0.49% hits; AID 493098, 2011;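 active means compounds whose inhibition of the agonist-driven luminescence signal at 20 µM reaches about 50%, limit read from the data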;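 further: cells stimulated with CCL20 at 14 nM final; plate controls were DMSO with CCL20 for no effect and DMSO without agonist for full effect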
697 NFkB inh: inhibitors of PMA/ionomycin-induced NF-kB reporter, 697 cells, primary screen, B-cell NF-kB inhibitor project, cell-based, luminescence, uHTS | AID 435022, 2010 | 330,000 compounds, 0.33% hits | 697 B-cell NF-kB luciferase reporter, 16 h | inhibition, % at 4 µM; in the data active means inhibition above about 35%
CXCR6 inh: CXCR6 receptor inhibitors, primary screen, cell-based, beta-arrestin, luminescence, CHO-K1 PathHunter, 1536-well | C-X-C chemokine receptor type 6 (Homo sapiens), O00574 | inhibition, % at 20 µM | 360,000 compounds, 0.36% hits | AID 602244, 2012; in the data active means inhibition above about 34%, passing the limit was not always enough;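 further: antagonist mode with CXCL16 agonist at 10 nM final; 0% = 10 nM CXCL16 with DMSO and 100% = unstimulated wells without agonist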
Target sequence (O00574 whole entry, looked up): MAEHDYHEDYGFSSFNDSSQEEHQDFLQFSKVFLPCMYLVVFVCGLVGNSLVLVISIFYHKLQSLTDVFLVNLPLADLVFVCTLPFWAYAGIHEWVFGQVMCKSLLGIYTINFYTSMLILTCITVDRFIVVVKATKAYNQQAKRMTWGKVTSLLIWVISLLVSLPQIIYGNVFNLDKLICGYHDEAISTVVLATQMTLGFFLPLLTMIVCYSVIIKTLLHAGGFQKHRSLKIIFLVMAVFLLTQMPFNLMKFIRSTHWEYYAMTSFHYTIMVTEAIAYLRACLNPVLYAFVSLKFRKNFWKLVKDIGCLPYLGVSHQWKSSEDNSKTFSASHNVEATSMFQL
* = called active by the depositor; . = no result given.

mol	EBI2 antag	Jurkat NFkB inh	APJ antag	CCR6 antag	697 NFkB inh	Gli-Sufu antag	CXCR6 inh	UBC13 polyUb
COc1cc2c(cc1N/C=C(\C#N)c1nc(-c3ccccc3)cs1)oc1ccccc12	-2	1	-1	-8	-16	4	2	-6
O=C(Nc1cccc(F)c1)c1ccc(S(=O)(=O)N2CCCC2)cc1	6	-16	-65	4	-7	-4	-2	7
O=C(Cc1ccccc1)Nc1nonc1NC(=O)c1ccccc1	-2	9	13	8	6	4	3	5
CC1(C)C2CCC1(CS(=O)(=O)NC(CC(=O)O)c1cccc(Br)c1)C(=O)C2 (stereo unspecified)	-16	13	-5	7	-12	15	9	-7
CCN(CC)C(=O)Cn1cc(S(=O)(=O)CC(=O)Nc2ccc(C(N)=O)cc2)c2ccccc21	-5	9	19	-8	10	7	2	-1
COC(=O)C(Cc1ccccc1)NC(=O)CCc1c[nH]c2ccccc12 (stereo unspecified)	-10	-7	-6	-3	-6	-5	4	-2
OCCN(Cc1nc(-c2ccc3c(c2)OCO3)no1)Cc1cccs1	-5	-11	-7	-9	-35	2	-1	13
O=c1c2sc3nc(N4CCOCC4)c4c(c3c2ncn1C(c1ccccc1)c1ccccc1)CCCC4	15	.	.	8	.	-7	1	.
O=Cc1ccc(OCC(=O)NC(=O)NC2CCCCC2)cc1	0	1	11	5	11	0	1	9
O=C(NCc1ccc(F)cc1)c1cnc(-c2ccccn2)nc1C(F)(F)F	-5	-6	-7	-2	6	-18	-6	9
CC(=O)Nc1ccc(S(=O)(=O)N2CCC(=O)Nc3ccccc32)cc1	2	8	2	6	14	2	0	0
COc1cc(-c2nc(C(F)(F)F)c(OC)o2)cc(OC)c1OC	-11	18	2	20	18	-9	-11	22
COc1ccc(/C=N/NC(=O)c2ccccc2OC)cc1COc1ccc(C)cc1	18	5	-12	-1	-41	12	3	-13
CN(C)C(=O)c1cn(N(C)c2ncc(C(F)(F)F)cc2Cl)c(=O)c2ccccc12	-1	-2	0	10	19	6	-5	13
Cc1ccc(OCCCC(=O)Nc2ccc(N3CCOCC3)cc2)cc1	11	5	12	4	5	-2	-6	7
CC1CCCN(CC(O)CN2CCN(CC(O)CN3CCCC(C)C3)C(C)C2)C1 (stereo unspecified)	1	.	.	-3	.	8	-9	.

For convenience, part of the list above.
mol	EBI2 antag	Jurkat NFkB inh	APJ antag	CCR6 antag	697 NFkB inh	Gli-Sufu antag	CXCR6 inh	UBC13 polyUb
O=Cc1ccc(OCC(=O)NC(=O)NC2CCCCC2)cc1	0	1	11	5	11	0	1	9
O=C(NCc1ccc(F)cc1)c1cnc(-c2ccccn2)nc1C(F)(F)F	-5	-6	-7	-2	6	-18	-6	9

(continued)
mol	EBI2 antag	Jurkat NFkB inh	APJ antag	CCR6 antag	697 NFkB inh	Gli-Sufu antag	CXCR6 inh	UBC13 polyUb
S=c1[nH]ncn1/N=C/c1ccccc1	2	-13	1	3	-3	1	-2	-2
Oc1ccc(Nc2nnc(-c3ccc(O)cc3)c3ccccc23)cc1	-3	-15	1	-4	22	-2	8	-2
COc1ccc2[nH]c(CN3CCN(CC=C(C)C)C(CCO)C3)c(C)c2c1 (stereo unspecified)	-8	-11	8	2	-13	1	1	2
Cc1nn(Cc2cccc(C(=O)Nc3ccn(Cc4ccccc4F)n3)c2)c(C)c1[N+](=O)[O-]	13	14	-21	8	-8	15	-3	11
COc1cc(/C=N/NC(=O)CNC(=O)c2cccs2)ccc1O	14	-6	20	8	-5	2	0	-15
CC1CN(CC(O)COc2ccc(C(C)C)cc2)CC(C)O1 (stereo unspecified)	2	-3	-3	-1	-1	9	-2	0
O=C(Nc1ccc2nc(-c3ccco3)[nH]c2c1)c1ccco1	-8	-26	-19	-2	-47	-47	5	-4
CSC1=C(C#N)C(CC(C)C)C2=C(CCCC2=O)N1 (stereo unspecified)	-19	13	5	4	1	4	7	21
CC(C)(NC(=O)NC(CO)c1ccccc1)c1cccc(C(C)(C)NC(=O)NC(CO)c2ccccc2)c1 (stereo unspecified)	10	10	21	6	19	0	3	0
Cc1ccc(S(=O)(=O)CCc2ccncc2)cc1	-2	-2	2	9	-22	10	-3	-3
O=C(c1cc(-c2ccncc2)nc2ccccc12)N1CCN(c2ccc(N3CCOCC3)nn2)CC1	-11	2	1	2	8	.	5	-1
O=C(NC(=S)Nc1ccc2oc(=O)ccc2c1)c1cccc(Cl)c1	5	7	16	28	9	7	2	1
CC(=O)N/C(=C/c1ccc(OS(=O)(=O)c2ccc(C)cc2)cc1)C(=O)NCCO	-6	11	4	8	7	3	-6	-1
Cc1ccccc1-n1c(SCC(=O)c2c(N)n(C)c(=O)n(C)c2=O)nc2sc3c(c2c1=O)CCCC3	20	-14	-1	4	-18	8	3	-11
COc1ccc(N2CCN(C(=O)Cc3ccc(C)cc3)CC2)cc1	16	7	9	8	3	-3	-2	0
Cc1cc(NC(=O)CN2CCN(C)CC2)no1	10	4	12	-5	16	-8	6	-3
O=C(Nc1cc(Cl)ccc1Cl)c1noc2c1CCCC2	-6	-24	-50	-8	-2	16	2	6
C/C(=N\NC(=O)c1ccccc1)c1cc2cc([N+](=O)[O-])ccc2oc1=O	14	.	.	8	.	-21	3	.
Cc1nc(N2CCC(C)CC2)c2c(C)c(C(=O)Nc3ccccc3C(F)(F)F)sc2n1	45*	-11	-19	-1	-28	17	-14	40
CN(Cc1ccccc1)C(=O)CN1C(=O)c2ccccc2S1(=O)=O	-2	7	9	4	10	10	3	3
CC(=O)NS(=O)(=O)c1ccc(NC(=O)CC23CC4CC(CC(Br)(C4)C2)C3)cc1	-7	0	-13	1	14	-12	-8	0
Nc1[nH]n(-c2ccccc2)c(=O)c1N=Nc1ccc2c(c1)OCO2	3	-60	20	37	-101	-19	20	-158
O=C(COn1nnc2ccccc21)NCC1CCCCC1	-3	-23	-9	-13	-69	-29	-12	1
Cc1c(Cl)cccc1Nc1nc(N)nc(CSC(=S)N2CCOCC2)n1	2	-19	-20	16	-27	-12	0	7
COCc1c(C(=O)NCc2ccccc2CN2CCCC2)oc2ccccc12	6	-3	9	17	2	1	4	5
CCC(=O)Nc1ccc(C(=O)NNC(=O)c2ccc(C)cc2)cc1	0	4	1	-8	2	3	-11	4
O=C(c1ccc(CS(=O)c2ccccc2Cl)o1)N1CCN(c2ccccc2)CC1 (stereo unspecified)	-4	45	-4	5	-22	20	0	-4
CN(C(=O)CSc1nc(N)cc(N)n1)C1CCS(=O)(=O)C1 (stereo unspecified)	-4	9	11	1	3	17	-15	3
CCN(CC)S(=O)(=O)c1cccc(NC(=O)COC(=O)C2=COCCO2)c1	-6	15	12	11	20	3	2	6
Cc1ccc(S(=O)(=O)CCC(O)c2ccc(Cl)cc2)cc1 (stereo unspecified)	-5	-15	0	4	-16	5	-2	6
CCC(=O)NC(c1ccc(N(C)C)cc1)c1c(O)ccc2ccccc12 (stereo unspecified)	-6	-21	15	12	8	-8	4	6
CC(C)C1Oc2ccccc2N(CC(=O)NCCCN2C(C)CCCC2C)C1=O (stereo unspecified)	-9	-6	2	10	14	7	-2	7
CC(C)NC(=S)Nc1ccc2nc3n(c(=O)c2c1)CCCCC3	-8	3	4	-2	8	3	-1	10
O=[N+]([O-])c1nn(-c2ccccc2)n(O)c1=NCCc1ccccc1	-17	-26	-40	1	-38	-57	-13	-20
Cc1ccc(-c2cn3nc(C)c(C)nc3n2)cc1	-5	-72	-7	-2	-114	-74	1	16
CCOc1cc(/C=N/NC(=O)c2ccncc2)ccc1OC(=O)c1ccco1	-9	2	-20	0	-14	-7	1	-15
COc1cc2cnc(Cl)nc2cc1OC	-22	.	.	-2	.	-2	-4	.
CC1CCCC(NC(=O)CCCn2c(=S)[nH]c3ccccc3c2=O)C1C (stereo unspecified)	-6	1	-1	-4	9	-4	5	2
c1ccc(-c2cc(NCCN3CCCCC3)c3ccccc3n2)cc1	-23	-18	22	40	2	10	14	16
CCN1CCCC1CNC(=O)c1ccc(CS(=O)(=O)c2ccccc2C)o1 (stereo unspecified)	-2	-22	18	0	20	-64	-11	6

As entered above:
`CC(C)C1Oc2ccccc2N(CC(=O)NCCCN2C(C)CCCC2C)C1=O` (stereo unspecified) in Gli-Sufu antag is entered as 7
`Cc1c(Cl)cccc1Nc1nc(N)nc(CSC(=S)N2CCOCC2)n1` in 697 NFkB inh is entered as -27
`COc1cc2cnc(Cl)nc2cc1OC` in EBI2 antag is entered as -22
`Cc1ccc(S(=O)(=O)CCc2ccncc2)cc1` in APJ antag is entered as 2

(list continues)
mol	EBI2 antag	Jurkat NFkB inh	APJ antag	CCR6 antag	697 NFkB inh	Gli-Sufu antag	CXCR6 inh	UBC13 polyUb
CCOC(=O)c1c(NC(=O)C(C)NCc2ccco2)sc2c1CCC(C)C2 (stereo unspecified)	33	9	4	7	5	20	-4	3
COc1ccc(NC(=S)N2CCc3cc(OC)c(OC)cc3C2)cc1	-12	-2	5	10	-3	-3	6	1
CCCn1c(SCC(=O)c2cc(C)n(-c3ccc4c(c3)OCO4)c2C)n[nH]c1=O	-2	13	12	13	-7	18	0	0
CN(C)c1cccc(C(=O)NN2C(=O)NC3(CCCCC3)C2=O)c1	-1	-13	13	3	-29	-20	-1	7
Cc1cc2oc(C(=O)NCc3ccccc3)cc(=O)c2cc1C	33	-12	4	12	-10	32	-6	-3
O=C1c2ccccc2S(=O)(=O)N1Cc1nc2ccccc2s1	0	22	-3	12	23	-8	-4	1
Cc1c(C(=O)N2CCc3ccccc32)oc2ccccc12	3	.	.	19	.	-96	2	.
Cc1nnc(N2CCC(C(=O)N3CCCCC3)CC2)c2nn(-c3ccc(Cl)cc3)c(C)c12	3	38	16	37	4	26	11	4
NC(=O)COC(=O)c1ccc2c(c1)S(=O)(=O)N=C1CCCCCN12	4	6	6	10	-2	-24	-5	0
Cn1c(N/N=C/c2cccs2)nc2c1c(=O)n(Cc1ccccc1)c(=O)n2C	-8	-14	-33	14	-34	-5	0	-11
CC(=O)Nc1cccc(C(=O)Nc2ccccc2N2CCOCC2)c1	-3	1	-4	7	-6	-6	-3	-9
COC(=O)c1ccc(NC(=O)CC(=O)Nc2ccc(C(=O)OC)cc2)cc1	-3	-15	5	8	3	1	2	-6
O=C(Cn1c(=O)oc2cc(S(=O)(=O)N3CCc4ccccc43)ccc21)NC1CCCC1	-16	15	-13	8	-8	-3	-2	-10
Cc1ccc(C)c(OCC(=O)Nc2c(C)n(C)n(-c3ccccc3)c2=O)c1	1	-1	-50	4	19	-5	3	-2
O=C(O)CN1C(=O)c2ccc(Oc3ccc([N+](=O)[O-])cc3)cc2C1=O	-1	-16	-8	6	-10	20	0	-8
CC(C)(C)C(=O)NC(n1cnc2c(N3CCOCC3)ncnc21)C(Cl)(Cl)Cl (stereo unspecified)	3	-2	-26	0	-15	-1	-10	-4
COc1ccc(CCNS(=O)(=O)c2ccc(-n3cnnn3)cc2)cc1OC	-2	12	21	8	-5	-8	-23	6
NS(=O)(=O)c1ccc2c(c1)C1C=CCC1C(C1CC=CCC1)N2 (stereo unspecified)	0	2	-5	5	-5	-20	2	-6
NC(=O)Nc1ccc(C(=O)OCC(=O)c2c[nH]c3ccccc23)cc1	-1	-7	-1	-9	2	4	-15	6
Cc1ccc(S(=O)(=O)N2CCN(c3ncnc4ccccc34)CC2)cc1	-15	34	-6	-5	-4	48	-6	13
Nc1cc(=O)n(Cc2ccccc2)c(=O)n1-c1ccc(Cl)cc1	-8	6	-11	-1	10	4	-3	8
Cc1ccc2c(c1)N(CC(=O)N1CCCCC1c1cccnc1)C(=O)CO2 (stereo unspecified)	-7	-5	-24	2	10	5	-2	3
Cc1ccc(S(=O)(=O)N2CCOCC2)cc1C(=O)OCC(=O)N1CCCC1=O	-3	3	-1	1	-14	3	-10	-3

Screening data deposited in PubChem by Sanford-Burnham Center for Chemical Genomics.
